PRC2 inh = EZH2 (human) methyltransferase inhibition; AID 651548; inhibition, % at 12.5 µM; 57,000 compounds, 0.35% hits; PRC2 H3K27 methylation, DELFIA TRF, 1 h;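 active = mean inhibition of replicates at least 50% and every single replicate also reaching 50%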;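 also: dimethyl H3K27 on biotinylated H3 21-44 peptide detected by antibody; plate controls were median neutral control wells for no effect and median positive control wells for full effect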
Target sequence (Q15910 whole entry, looked up): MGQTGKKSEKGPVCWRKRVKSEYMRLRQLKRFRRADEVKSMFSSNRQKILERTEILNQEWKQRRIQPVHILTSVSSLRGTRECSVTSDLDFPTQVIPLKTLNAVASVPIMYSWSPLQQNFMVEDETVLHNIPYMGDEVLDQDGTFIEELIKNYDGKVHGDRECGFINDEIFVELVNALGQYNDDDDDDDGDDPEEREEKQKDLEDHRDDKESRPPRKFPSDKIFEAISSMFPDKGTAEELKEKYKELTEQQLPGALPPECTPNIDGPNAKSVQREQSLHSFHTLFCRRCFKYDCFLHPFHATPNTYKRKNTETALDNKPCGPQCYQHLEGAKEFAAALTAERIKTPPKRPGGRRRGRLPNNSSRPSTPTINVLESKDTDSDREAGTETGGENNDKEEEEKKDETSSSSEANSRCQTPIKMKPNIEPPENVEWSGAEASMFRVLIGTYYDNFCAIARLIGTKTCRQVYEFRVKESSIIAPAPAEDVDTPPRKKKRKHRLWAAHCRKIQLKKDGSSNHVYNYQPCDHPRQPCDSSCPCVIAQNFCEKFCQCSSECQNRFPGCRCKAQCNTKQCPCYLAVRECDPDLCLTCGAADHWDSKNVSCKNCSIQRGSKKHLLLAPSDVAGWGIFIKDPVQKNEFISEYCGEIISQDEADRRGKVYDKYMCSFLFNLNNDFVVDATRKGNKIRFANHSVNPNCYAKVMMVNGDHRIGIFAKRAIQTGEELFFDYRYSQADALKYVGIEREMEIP
IDH1 R132H inh = inhibitors of human IDH1 R132H; inhibition, % at 10 µM; IDH1 R132H reductase, diaphorase/resazurin fluorescence, 60 min; 70,000 compounds, 0.18% hits; O75874; in the data active = inhibition above about 34%;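 also: 0% = DMSO and 100% = no enzyme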
* = called active by the depositor. The list is partial (hit frequency here may not be typical).

C[C@@H]1CN([C@@H](C)CO)C(=O)c2cc(C#Cc3ccccc3)cnc2O[C@H]1CN(C)CC1CCOCC1 was read as IDH1 R132H inh 25.
CCCNC(=O)Nc1ccc2c(c1)C(=O)N(C)C[C@H](OC)[C@@H](C)CN(C(=O)C1CC1)[C@H](C)CO2 was read as PRC2 inh -5 and IDH1 R132H inh 0.1.
Screening O=C(O)CCCCCCC(=O)N/N=C/c1ccccc1O returned PRC2 inh -7 and IDH1 R132H inh -0.2.
C[C@@H]1CN([C@@H](C)CO)S(=O)(=O)c2ccc(C#Cc3ccncc3)cc2O[C@H]1CN(C)C(=O)C1CC1 was read as PRC2 inh -4.
For CO[C@H]1CN(C)C(=O)c2cc(NS(C)(=O)=O)ccc2OC[C@H](C)N(C(=O)c2ccc3c(c2)OCO3)C[C@H]1C the results were PRC2 inh 8 and IDH1 R132H inh -0.1.
`Cc1ccc(S(=O)(=O)NC(Cc2c[nH]c3ccccc23)C(=O)O)cc1` (centres undefined) gave PRC2 inh -8 and IDH1 R132H inh -0.4.
For CCS(=O)(=O)Nc1ccc2c(c1)C(=O)N(C)C[C@@H](OC)[C@H](C)CN(C(=O)NC(C)C)[C@H](C)CO2 the results were PRC2 inh 6 and IDH1 R132H inh -0.2.
Cc1ccc(S(=O)(=O)Nc2ccc3c(c2)C(=O)N([C@H](C)CO)C[C@H](C)[C@H](CN(C)C(=O)c2ccccc2)OCCCC[C@@H](C)O3)cc1 was read as IDH1 R132H inh 0.4.
Screening C[C@H]1CN([C@@H](C)CO)C(=O)Cc2cc(NC(=O)CCC(F)(F)F)ccc2O[C@@H]1CN(C)Cc1ccc(C(=O)O)cc1 returned PRC2 inh 0 and IDH1 R132H inh 0.3.
`CCC(=O)Nc1ccc2c(c1)C(=O)N(C)C[C@H](OC)[C@@H](C)CN(C(=O)CC1CC1)[C@@H](C)CO2` gave PRC2 inh -1 and IDH1 R132H inh -0.1.
Screening CC(C)NC(=O)N(C)C[C@H]1Oc2ncc(-c3cccc(C#N)c3)cc2C(=O)N([C@@H](C)CO)C[C@@H]1C returned PRC2 inh 9 and IDH1 R132H inh 3.2.
Screening C[C@H](CO)N1C[C@H](C)[C@H](CN(C)C)Oc2cc(C3=CCCC3)ccc2S1(=O)=O returned PRC2 inh 22 and IDH1 R132H inh -0.2.
For COC1(C2=NCCN2)COc2ccccc2O1 (centres undefined) the results were IDH1 R132H inh -0.2.
For C[C@H]1CN([C@@H](C)CO)C(=O)c2cc(C#Cc3cccc(F)c3)cnc2O[C@@H]1CN(C)C(=O)c1ccccc1F the results were PRC2 inh -21 and IDH1 R132H inh -0.1.
For COc1ccc(NC(=O)Nc2ccc3c(c2)C(=O)N([C@H](C)CO)C[C@@H](C)[C@@H](CN(C)Cc2ccc(C(F)(F)F)cc2)O3)cc1 the results were PRC2 inh -9 and IDH1 R132H inh -0.3.
For C[C@@H]1CN([C@@H](C)CO)C(=O)c2cc(-c3cccnc3)cnc2O[C@@H]1CN(C)C(=O)c1cccc(F)c1 the results were PRC2 inh -3 and IDH1 R132H inh 0.2.
Screening CCC(=O)c1ccc(OCC(O)Cn2nc(C)c(Br)c2C)cc1 (centres undefined) returned PRC2 inh 12 and IDH1 R132H inh -0.4.
For Cc1cc(C)n2c(SCc3c(C)noc3C)nnc2n1 the results were PRC2 inh 9 and IDH1 R132H inh -0.7.
`C[C@@H]1CN([C@H](C)CO)S(=O)(=O)c2ccc(C#CCC3CCCC3)cc2O[C@@H]1CN(C)C(=O)CC1CC1` gave IDH1 R132H inh 0.3.
CC(O)c1cc(-c2ccc(Cl)cc2Cl)no1 (centres undefined) was read as PRC2 inh -22 and IDH1 R132H inh 0.2.

Grouped by structure: those above with sulfur.
C[C@@H]1CN([C@@H](C)CO)S(=O)(=O)c2ccc(C#Cc3ccncc3)cc2O[C@H]1CN(C)C(=O)C1CC1 was read as PRC2 inh -4.
For CO[C@H]1CN(C)C(=O)c2cc(NS(C)(=O)=O)ccc2OC[C@H](C)N(C(=O)c2ccc3c(c2)OCO3)C[C@H]1C the results were PRC2 inh 8 and IDH1 R132H inh -0.1.
`Cc1ccc(S(=O)(=O)NC(Cc2c[nH]c3ccccc23)C(=O)O)cc1` (centres undefined) gave PRC2 inh -8 and IDH1 R132H inh -0.4.
For CCS(=O)(=O)Nc1ccc2c(c1)C(=O)N(C)C[C@@H](OC)[C@H](C)CN(C(=O)NC(C)C)[C@H](C)CO2 the results were PRC2 inh 6 and IDH1 R132H inh -0.2.
Cc1ccc(S(=O)(=O)Nc2ccc3c(c2)C(=O)N([C@H](C)CO)C[C@H](C)[C@H](CN(C)C(=O)c2ccccc2)OCCCC[C@@H](C)O3)cc1 was read as IDH1 R132H inh 0.4.
Screening C[C@H](CO)N1C[C@H](C)[C@H](CN(C)C)Oc2cc(C3=CCCC3)ccc2S1(=O)=O returned PRC2 inh 22 and IDH1 R132H inh -0.2.
For Cc1cc(C)n2c(SCc3c(C)noc3C)nnc2n1 the results were PRC2 inh 9 and IDH1 R132H inh -0.7.
`C[C@@H]1CN([C@H](C)CO)S(=O)(=O)c2ccc(C#CCC3CCCC3)cc2O[C@@H]1CN(C)C(=O)CC1CC1` gave IDH1 R132H inh 0.3.

Next part
`COc1ccc(NC(=O)N(C)C[C@@H]2Oc3cc(-c4cccc(C(=O)N(C)C)c4)ccc3S(=O)(=O)N([C@H](C)CO)C[C@@H]2C)cc1` gave PRC2 inh -5 and IDH1 R132H inh 0.3.
`CO[C@H]1CN(C)C(=O)c2cc(NC(=O)c3cccc(Oc4ccccc4)c3)ccc2OC[C@@H](C)NC[C@@H]1C` gave PRC2 inh -20 and IDH1 R132H inh 0.3.
Screening C[C@H]1CN([C@@H](C)CO)C(=O)Cc2cc(NS(=O)(=O)c3cn(C)cn3)ccc2O[C@H]1CN(C)C(=O)NC1CCCCC1 returned IDH1 R132H inh 0.5.
Screening Cc1noc(C)c1S(=O)(=O)N(C)C[C@H]1OCCCC[C@H](C)Oc2ccc(NC(=O)Cc3ccccc3)cc2C(=O)N([C@H](C)CO)C[C@H]1C returned IDH1 R132H inh -1.0.
For O=C(Nc1ccccc1)C1=C[C@@H](c2ccc(C(F)(F)F)cc2)C[C@@H](OCc2ccc(CO)cc2)O1 the results were PRC2 inh 27.
For CCCC(=O)Nc1ccc2c(c1)OC[C@@H](C)N(C)C[C@@H](C)[C@@H](OC)CN(C)C2=O the results were PRC2 inh -5 and IDH1 R132H inh -0.1.
For C[C@H](CO)N1C[C@H](C)[C@@H](CN(C)C(=O)Cc2ccccc2)Oc2ncc(C#CCN(C)C)cc2C1=O the results were PRC2 inh 2 and IDH1 R132H inh 0.3.
O=C(Nc1ccccc1C(=O)N1CCOCC1)C1COc2ccccc2O1 (centres undefined) was read as PRC2 inh -5 and IDH1 R132H inh -0.4.
For C[C@H](CO)N1C[C@H](C)[C@H](CN(C)S(C)(=O)=O)Oc2ccc(NC(=O)C3CC3)cc2C1=O the results were PRC2 inh 3 and IDH1 R132H inh 0.6.
For O=C(C[C@@H]1C=C[C@@H](NC(=O)C2CC2)[C@@H](CO)O1)NC1CCC1 the results were PRC2 inh 1 and IDH1 R132H inh 0.1.
For Cc1ccc(S(=O)(=O)Nc2ccc3c(c2)CC(=O)N([C@@H](C)CO)C[C@@H](C)[C@@H](CN(C)S(=O)(=O)c2ccc(F)cc2)O3)cc1 the results were IDH1 R132H inh 2.2.
Screening C[C@@H]1CN([C@H](C)CO)C(=O)c2cc(NC(=O)Nc3ccc(F)cc3)ccc2O[C@H]1CN(C)C(=O)Nc1ccc(C(F)(F)F)cc1 returned IDH1 R132H inh 1.8.
For C[C@H](CO)N1C[C@H](C)[C@H](CN(C)Cc2ccc(C(=O)O)cc2)Oc2ccc(NS(C)(=O)=O)cc2C1=O the results were IDH1 R132H inh -2.9.
`CNC[C@H]1Oc2c(NS(C)(=O)=O)cccc2C(=O)N([C@H](C)CO)C[C@@H]1C` gave PRC2 inh 10 and IDH1 R132H inh 3.1.
Screening COc1ccc(S(=O)(=O)N(C)C[C@H]2Oc3ccc(NC(=O)C4CCCCC4)cc3CC(=O)N([C@@H](C)CO)C[C@@H]2C)cc1 returned PRC2 inh -2 and IDH1 R132H inh 0.2.
COc1ccc(NC(=O)Nc2ccc3c(c2)C(=O)N([C@H](C)CO)C[C@H](C)[C@@H](CN(C)S(=O)(=O)c2cn(C)cn2)OCCCC[C@H](C)O3)cc1 was read as IDH1 R132H inh -5.0.
COC(=O)C[C@H]1C[C@H]2c3cc(N)ccc3O[C@H]2[C@H](CO)O1 was read as PRC2 inh -9 and IDH1 R132H inh -0.9.
CO[C@@H]1CN(C)C(=O)c2cc(NS(=O)(=O)c3ccc(Oc4ccccc4)cc3)ccc2OC[C@H](C)NC[C@@H]1C was read as PRC2 inh 1 and IDH1 R132H inh 0.1.
`CO[C@@H]1CN(C)C(=O)c2ccc(NC(=O)C3CCCC3)cc2OC[C@H](C)NC[C@H]1C` gave PRC2 inh 7 and IDH1 R132H inh 0.3.
Screening CCc1ccccc1OCC(=O)Nc1ccc(C)cc1[N+](=O)[O-] returned PRC2 inh 20 and IDH1 R132H inh 0.2.
Screening COCCOC(=O)N1C(=O)[C@@]2(c3cc(C#CCNC(N)=O)ccc31)[C@H](C(=O)N1CCN(c3ncccn3)CC1)[C@H]1C(=O)O[C@H](c3ccccc3)[C@H](c3ccccc3)N1[C@@H]2c1ccccc1OCCO returned PRC2 inh -9.
`C[C@H](CO)N1C[C@H](C)[C@H](CN(C)C(=O)C2CCOCC2)Oc2ncc(Br)cc2C1=O` gave IDH1 R132H inh -0.3.
`COC(=O)Cc1csc(Nc2c(C)n(C)n(-c3ccccc3)c2=O)n1` gave PRC2 inh 0 and IDH1 R132H inh 0.4.
CC(=O)N(C)C[C@H]1Oc2cc(-c3ccccc3F)ccc2S(=O)(=O)N([C@@H](C)CO)C[C@H]1C was read as PRC2 inh -12 and IDH1 R132H inh -0.7.
For C[C@@H]1CN([C@@H](C)CO)C(=O)c2cc(NS(=O)(=O)c3ccccc3)ccc2O[C@H]1CN(C)S(=O)(=O)c1cccs1 the results were IDH1 R132H inh -0.4.
CCCC(=O)Nc1ccc2c(c1)C(=O)N(C)C[C@@H](OC)[C@H](C)CN(C(=O)c1ccccn1)[C@H](C)CO2 was read as PRC2 inh -1 and IDH1 R132H inh 0.0.
`O=C(NCCCN1CCCC1=O)c1cc(-c2cccnc2)nc2ccc(Cl)cc12` gave PRC2 inh -21 and IDH1 R132H inh 0.3.
CN(CCc1ccc(Cl)c(Cl)c1)CC(O)COc1ccc(NS(C)(=O)=O)cc1 (centres undefined) was read as IDH1 R132H inh -0.2.
CCCNC(=O)N(C)C[C@H]1Oc2ncc(-c3ccccc3F)cc2C(=O)N([C@H](C)CO)C[C@H]1C was read as PRC2 inh 6 and IDH1 R132H inh -10.
Screening O=C(C[C@@H]1C[C@@H]2c3cc(NC(=O)c4ccc5c(c4)OCO5)ccc3O[C@@H]2[C@@H](CO)O1)NC1CCCC1 returned PRC2 inh 8 and IDH1 R132H inh -1.4.
For O=C(C[C@H]1C=C[C@@H](NC(=O)c2ccc(F)cc2)[C@H](CO)O1)NCCc1ccccc1 the results were PRC2 inh -7 and IDH1 R132H inh -0.3.
Screening O=C(C[C@@H]1CC[C@@H](NC(=O)Nc2ccc3c(c2)OCO3)[C@@H](CO)O1)NCc1ccc2c(c1)OCO2 returned PRC2 inh -6 and IDH1 R132H inh 0.2.
For CO[C@@H]1CN(C)C(=O)c2ccc(NC(=O)C3CCC3)cc2OC[C@H](C)NC[C@H]1C the results were PRC2 inh 8 and IDH1 R132H inh -0.1.
`CO[C@H]1CN(C)C(=O)c2cc(NS(C)(=O)=O)ccc2OC[C@@H](C)N(CC2CCOCC2)C[C@@H]1C` gave PRC2 inh -2 and IDH1 R132H inh 0.0.
C[C@H](CO)N1C[C@H](C)[C@H](CN(C)C(=O)NC2CCCCC2)Oc2ccc(NS(=O)(=O)c3ccccc3)cc2CC1=O was read as PRC2 inh -6 and IDH1 R132H inh -1.8.
For Cc1ccc(S(=O)(=O)Nc2cccc3c2O[C@@H](CN(C)CC2CCCCC2)[C@H](C)CN([C@H](C)CO)C3=O)cc1 the results were PRC2 inh -3.
`C[C@@H]1CCCCO[C@@H](CN(C)C(=O)C2CCCCC2)[C@H](C)CN([C@H](C)CO)C(=O)c2cc(NC(=O)Nc3ccccc3)ccc2O1` gave IDH1 R132H inh -0.4.
Screening C[C@@H]1CN([C@@H](C)CO)S(=O)(=O)c2ccc(C3=CCCC3)cc2O[C@@H]1CN(C)Cc1ccccn1 returned PRC2 inh 11 and IDH1 R132H inh 0.2.
CCC(=O)N(C)C[C@@H]1Oc2cc(C#CCC(C)C)ccc2S(=O)(=O)N([C@H](C)CO)C[C@@H]1C was read as PRC2 inh -11 and IDH1 R132H inh 0.4.
CCCC#Cc1ccc2c(c1)O[C@H](CN(C)C(=O)c1cccnc1)[C@@H](C)CN([C@@H](C)CO)S2(=O)=O was read as PRC2 inh -4 and IDH1 R132H inh 15.
C[C@H]1CN([C@@H](C)CO)C(=O)c2cccc(NC(=O)c3nc4ccccc4s3)c2O[C@@H]1CN(C)Cc1ccc(Oc2ccccc2)cc1 was read as IDH1 R132H inh -1.1.
Screening COCC#Cc1cnc2c(c1)C(=O)N([C@@H](C)CO)C[C@H](C)[C@@H](CN(C)S(=O)(=O)c1ccccc1)O2 returned PRC2 inh -11 and IDH1 R132H inh -5.8.
Screening C[C@H](CO)N1C[C@H](C)[C@@H](CN(C)Cc2ccncc2)Oc2ccc(NC(=O)C3CC3)cc2C1=O returned PRC2 inh -1 and IDH1 R132H inh 1.8.
CCn1c2ccccc2n2c(SCCC(=O)O)nnc12 was read as PRC2 inh -12 and IDH1 R132H inh -0.2.
Screening C[C@H]1CN([C@@H](C)CO)C(=O)Cc2cc(NC(=O)Cc3ccccc3)ccc2O[C@@H]1CN(C)S(C)(=O)=O returned PRC2 inh -2 and IDH1 R132H inh -5.5.
Screening C[C@@H]1CN([C@H](C)CO)C(=O)c2cccc(NC(=O)c3ccncc3)c2O[C@@H]1CN(C)Cc1ccncc1 returned PRC2 inh -3 and IDH1 R132H inh 9.3.
